Screening data deposited in PubChem BioAssay by several laboratories.
Insulin prom inh: TRM-6 insulin promoter activity inhibition; TRM-6 cells (human fetal islet line), insulin promoter-eGFP reporter, imaging; reporter expression induced with tamoxifen; inhibition, % at 2 µM; AID 1273; 0.9% of 130,000 active;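 active = inhibition above the mean plus 3 SD, with well images judged a real hit on visual review, cut at about 60% in these data, passing the limit was not always enough; inconclusive = inhibition over the cutoff but images rejected on review; inactive = inhibition not above the cutoff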
SDO1 yeast rescue: restores growth of sdo1-depleted yeast | 0.21% of 140,000 active | z-score at 10 µM | AID 817 | S. cerevisiae sdo1-depleted JHY4D growth rescue, OD600 30 h; active compounds read high; pdr5 snq2 efflux-pump mutant strain;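 active = z-score above 3 at both the 24 hr and the 30 hr optical density reads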;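 note: z-score against mean and SD of all compound wells on the same plate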
SDO1 yeast rescue Rescue 24 h: recorded beside SDO1 yeast rescue, whose call it bears; z-score; S. cerevisiae sdo1-depleted JHY4D growth rescue, OD600; measured here: growth rescue at 24 h;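 0 is the plate mean of compound wells and units are plate SD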
An asterisk follows results filed as active; ? = inconclusive; / = not tested or not shown; & = joins results of further samples.

SMILES | Insulin prom inh | SDO1 yeast rescue | SDO1 yeast rescue Rescue 24 h
CC(CN1CCCCC1)OC(=O)c1ccc(Cl)cc1 (stereo not given) | 12 | 1.2 | 1.4
Cc1ccc(N2C(=O)c3ccc(C(=O)N4CCN(c5ccccc5F)CC4)cc3C2=O)cc1 | / | -0.59 | -1.2
Cc1ccc(C)c(NC(=O)C(=O)NCCc2c[nH]c3ccccc23)c1 | -46 | / | /
COc1ccc(NCc2nnc(SCC(=O)Nc3cc(C)cc(C)c3)o2)cc1 | 8 | -0.33 | 0.45
O=C(CCCC(=O)N(CC(=O)NC1CCCC1)C1CCCC1)Nc1ccccn1 | -23 | 0.58 | -0.08
CC(C)(C)n1nnnc1C(c1cc2cc3c(cc2[nH]c1=O)OCO3)N1CCN(c2ccccc2)CC1 (stereo not given) | / | 0.1 | -0.9
CC1CN(S(=O)(=O)c2ccc(C(=O)Nc3nc(-c4cc5ccccc5o4)cs3)cc2)CC(C)O1 (stereo not given) | / | -0.42 | -0.18
CCOC(=O)c1c(C)n(C)c2ccc(OC(=O)c3ccco3)cc12 | -8 | 0.45 | 0.39
O=C(Nc1ccc(F)cc1F)c1cccnc1 | 39 | 0.16 | -0.39
COc1ccc(CCNC(=O)CCCn2c(SCC#N)nc3ccccc3c2=O)cc1OC | / | 1.3&-0.29 | 0.65&-0.87
CCOc1ccc(OCC)c(-c2c(=O)n(OCc3ccccc3C(=O)OC)c3ccccc3[n+]2[O-])c1 | -70 | 0.14 | -0.38
O=C(CSc1ccc(-c2ccco2)nn1)NC1CCCCC1 | -8 | / | /
Cc1ccc(C(=O)NC2CC(C)(C)NC(C)(C)C2)c(C)c1 | -47 | 0.82 | 0.49
Cc1cc(NC(=O)CN2CCN(c3ncccn3)CC2)no1 | 35 | 0.12 | -0.65
Cc1cc(/C=c2/sc3nc4ccccc4n3c2=O)c(C)n1-c1ccccn1 | 41 | -0.37 | 1.6
C1CCCC(N2CCNCC2)CC1 | 60 | 1 | 0.97
O=P(CCCCCCCCCP(=O)(c1ccccc1)c1ccccc1)(c1ccccc1)c1ccccc1 | -22 | -0.44 | 0.02
CCOC(=O)c1ccc2c(c1)nc(SCC(=O)c1cc3ccccc3o1)n2CC | 6 | -0.7 | -0.25
CC(=O)c1ccc2cccc3c2c1N=CN3C | -130 | 0.54 | 0.41
O=C(NC1CCN(C(=O)N2c3ccccc3Sc3ccccc32)CC1)c1ccco1 | -18 | -1.4 | -0.6
O=C(Cn1nnc2ccccc2c1=O)NCCc1ccc(F)cc1 | 23 | 1.2 | 1.3
Cc1cc(=O)c2c(C)nn(-c3ccccc3)c2[nH]1 | / | 0.7 | 0.23
NNC(=O)c1sccc1OCc1ccc(F)cc1 | -25 | / | /
O=C1CC(c2ccc(F)c(Br)c2)C2=C(CCCC2=O)N1 (stereo not given) | -16 | 0.11 | -0.2
CCC1CCC(C(=O)NC(CCSC)C(=O)NCCN(CC(C)C)CC(C)C)CC1 (stereo not given) | -193 | / | /
CCOC(=O)c1sc(Nc2nc3c(OC)cccc3s2)nc1C | / | -0.63 | -0.78
Cc1ccc(C(=O)N2c3ccccc3N(Cc3ccccc3)C(=O)C2(C)C)cc1 | 23 | -1.2 | -0.17
CC(C)(C)NS(=O)(=O)c1ccc(CCC(=O)N2CCCC2)cc1 | -78 | / | /
O=C(N[C@@H](Cc1ccccc1)C(=O)NC1CCCCC1)c1ccco1 | -1 | 0.06 | 1.4
CCOC(=O)c1ccccc1Nc1cc(C)nc2nc(C)nn12 | 20 | 0.22 | -0.19
CC(=O)c1ccc(OCCCC(=O)NC2=NCCS2)cc1 | -35 | -0.22 | -1
Clc1ccccc1CONc1ncnc2nonc12 | -17 | -0.33 | -0.65
O=c1c2sc(-c3ccccc3)cc2nc2n1CCC2 | 56 | -2.4 | -1.2
CCCSC1=C(C#N)C2(CCCCC2)C(C#N)=C(N)N1 | -43 | / | /
Clc1cccc(-c2ccc(/C=N/n3cnnc3)o2)c1Cl | 50 | -0.64 | -0.44
Cc1cc(NC(=O)CSc2nnc(-c3ccc(Br)o3)n2Cc2ccccc2)no1 | -44 | -1 | -0.09
Cc1cc([N+](=O)[O-])nn1CCC(=O)NC1CCCCCC1 | -63 | 0.1 | -0.4
CCc1ccc(N2CC(C(=O)OC)CC2=O)cc1 (stereo not given) | ? | / | /
O=C1NC(c2ccncc2)Nc2sc3c(c21)CCCC3 (stereo not given) | / | 0.69 | 1.1
CSCCCNC(=S)Nc1ccc(N2CCOCC2)cc1N1CCOCC1 | -21 | / | /
Cc1cnc(C)c(N2CCN(Cc3cn(C)nc3-c3cccc(Cl)c3)CC2)n1 | 22 | / | /
Cc1ccc(/C=C/C(=O)N2CCCN(C(=O)/C=C/c3ccc(C)cc3)CC2)cc1 | / | 0.08 | 0.39
CCN(CC)CCn1c(NC(=O)c2ccc(Cl)cc2)nc2ccccc21 | 73 | 0.15 | -0.72
CCSc1nc(O)c(CC)c(=O)n1C(C)CC (stereo not given) | 22 | -0.17 | 0.07
c1ccc2c(c1)Cn1nnnc1-2 | 29 | 1.1 | 1.3
O=C(c1csc2ccccc12)N1CCCCCC1 | 22 | 0.8 | 1.4
Cc1ccc(-c2cc(C(=O)N3N=C(C(F)F)CC3(O)C(F)F)c3ccccc3n2)cc1C (stereo not given) | 7 | -2.8 | -2.1
CSc1nnc2c3c4c(sc3nc(-n3nc(C)cc3C)n12)COC(C)(C)C4 | 58 | -0.34 | -0.67
COc1cccc(CNC(=O)CCNC(=O)Cn2ccc3ccccc3c2=O)c1 | -23 | 0.35 | -0.09
CC1CCN(C(=O)c2ccc3c(c2)OCCO3)CC1 | 24 | 0.68 | 0.14

Next section.
SMILES | Insulin prom inh | SDO1 yeast rescue | SDO1 yeast rescue Rescue 24 h
COc1ccc(/C=N/S(=O)(=O)c2cccs2)cc1 | -44 | 0.93 | 0.68
CC(C)CNC(=O)[C@H](Cc1ccccc1)NC(=O)c1ccco1 | -33 | 0 | -1.1
COc1ccc(CNc2cc(C)nc3ncnn23)c(OC)c1 | / | 0.3 | 0.22
CCc1nc(SCC(=O)Nc2sc(C)c(C)c2C(=O)OC)c2ccccc2n1 | 45 | -1.3 | -0.56
O=C(CCC(=O)Nc1ccccc1)N/N=C/c1ccccc1F | -38 | / | /
Cc1cc2nc3c(=O)n(C4CCCCC4)c(=O)[nH]c3nc2cc1N | -343 | 0.52 | 0.87
Cc1ccc(-c2cn(S(=O)(=O)c3cccc4nsnc34)nc2N)cc1 | -25 | -0.28 | 0.64
COc1ccc([N+](=O)[O-])cc1NC(=O)C1CCCCC1C(=O)O (stereo not given) | -75 | -0.36 | -1.8
CC1=C(C(=O)Nc2ccccc2)C(c2cc(CN3CCOCC3)cs2)C2=C(CCCC2=O)N1 (stereo not given) | -18 | / | /
Cc1ccc(C)c(N(C(=O)Cn2nnc(-c3cccs3)n2)C(C(=O)NC2CCCC2)c2ccncc2)c1 (stereo not given) | 30 | 0.52 | 0.28
C=CCN1N=C(/C=C/c2ccccc2)CCC1=O | 53 | / | /
NC(=O)CSc1nnc(-c2cccnc2)n1Cc1ccccc1 | -6 | 0.98 | 0.66
Cc1cc(NC(=O)CSc2nc3c(c(=O)n2-c2ccccc2)SC(C)C3)no1 (stereo not given) | -86 | 0.28 | 0.14
O=C(CC1Nc2cccc3cccc(c23)NC1=O)Nc1ccc(F)cc1 (stereo not given) | -24 | / | /
C=CCn1c(NCc2c[nH]c3ccccc23)nc2ccccc21 | -119 | 2 | 1.9
CCOc1ccc(CN(C(=O)c2oc3cc(C)ccc3c2C)C2CCS(=O)(=O)C2)cc1 (stereo not given) | 66* | 0.13 | 1.4
CCOC(=O)/C(N=O)=C(\O)C1CCN(C(=O)OCC)CC1 | / | 0.86 | 0.95
COc1ccccc1C1=NC(c2ccc(F)cc2)N=C1C (stereo not given) | 20 | / | /
Cc1ncc(S(=O)(=O)c2ccccc2)c(-c2ccccc2)n1 | 33 | 0.29 | -0.42
COc1ccc(S(=O)(=O)N2CCN(C)CC2)cc1C | / | 1.1 | 0.12

Some of the entries above, reformatted.
Structure	Insulin prom inh	SDO1 yeast rescue	SDO1 yeast rescue Rescue 24 h
O=C1CC(c2ccc(F)c(Br)c2)C2=C(CCCC2=O)N1 (stereo not given)	-16	0.11	-0.2
CCC1CCC(C(=O)NC(CCSC)C(=O)NCCN(CC(C)C)CC(C)C)CC1 (stereo not given)	-193	/	/
CCOC(=O)c1sc(Nc2nc3c(OC)cccc3s2)nc1C	/	-0.63	-0.78
Cc1ccc(C(=O)N2c3ccccc3N(Cc3ccccc3)C(=O)C2(C)C)cc1	23	-1.2	-0.17
CC(C)(C)NS(=O)(=O)c1ccc(CCC(=O)N2CCCC2)cc1	-78	/	/

(next part)
SMILES | Insulin prom inh | SDO1 yeast rescue | SDO1 yeast rescue Rescue 24 h
C=CCn1c(=S)[nH]c2scc(-c3ccc(C)o3)c2c1=O | -17 | / | /
Cc1ccnc(NC(=O)c2ccccc2[N+](=O)[O-])c1 | / | 1.1 | 1.1
CN1CC(=O)N(C)c2ncn(Cc3ccccc3)c2C1=O | / | 0.68 | 0.18
COc1cc(C(=O)NCCc2ccc3c(c2)OCCO3)ccc1OCC(=O)N1CCOCC1 | -43 | 0.06 | -0.5
COc1cccc(CN2C(=O)Nc3ccccc3C(=O)N2C(C)(C)C)c1 | -6 | -1.1 | -0.95
Cc1cc(OCc2ccc(C(=O)n3cccn3)o2)ccc1Cl | 21 | -1.5 | -1.1
COc1ccc(N2CCN(CCCNS(=O)(=O)c3c(C)noc3/C=C/N(C)C)CC2)cc1 | / | 0.69 | 1.1
Nc1[nH]c(N=NC(=O)c2ccc(Cl)cc2)c2ccccc12 | / | -0.49 | -0.65
COc1ccc(Cl)cc1NC(=O)C1CCCO1 (stereo not given) | / | 0.12 | -0.74
CCC(C)N1C(=O)S/C(=C/c2ccc(N3CCOCC3)cc2C)C1=O (stereo not given) | 33 | -0.36 | -0.16
CCCN(CC1CC1)C(=O)COC(=O)c1[nH]c(C)c(C(=O)OCC)c1C | -6 | 0.06 | 0.2
CCNC(=O)C1CC(=O)N(c2ccc(OCC)cc2)C1 (stereo not given) | 51 | 1.6 | 1.9
Cc1ccccc1NC(=O)Cn1c(C)nc2ccc(N)cc2c1=O | -13 | -0.16 | -0.39
CC(=O)N1CCN(C(=O)CSc2nc3c(cnn3-c3ccccc3)c(=O)[nH]2)CC1 | 6 | 0.13 | 0.3
COc1ccc(Cl)cc1Nc1ncnc2sc(C)c(S(=O)(=O)N3CCC(C)CC3)c12 | -15 | 1.2 | 1.1
Cn1nnnc1SCC(=O)Nc1cc(C(=O)O)cc(C(=O)O)c1 | -24 | 0.3 | -0.28
O=C(Cn1c(CN2CCCCC2)nc2ccccc2c1=O)Nc1ccccc1 | / | -0.27 | -0.48
Cc1cccc(-c2nc(CN3CCCC(C(=O)NC4CCC(C)CC4)C3)c(C)o2)c1 (stereo not given) | -136 | -2.4 | -1.4
CC1=C(C(=O)Nc2ccc(Cl)cc2)C(c2ccco2)NC(=O)N1 (stereo not given) | -31 | 0.78 | 0.54
CCOc1ccc(Nc2nc(Cc3nnc(SCC(=O)O)o3)cs2)cc1 | / | 0.32 | 0.2
Cc1cc(C)nc(Sc2ccc([N+](=O)[O-])cc2[N+](=O)[O-])n1 | 59 | 0.12 | 0.44
COc1cccc(-n2nc(C(=O)N3CCN(Cc4ccccc4)CC3)c3ccccc3c2=O)c1 | -67 | / | /
COc1ccccc1-n1c(SCC(=O)Nc2ccccc2C)nc(O)cc1=O | / | 1.2 | 1.7
Cc1ccc(NC(=S)N(Cc2cccs2)Cc2cc3cc(C)cc(C)c3[nH]c2=O)cc1 | 57 | -0.76 | -0.37
COCn1ccnc1C(O)(c1ccc(OC)cc1)c1ccc(OC)cc1 | -19 | -0.18 | -0.24
CS(=O)(=O)c1ccc2nc(N)sc2c1 | / | 1.1 | 0.69
COc1cccc(NC(=O)Cc2ccc(C)cc2)c1 | -4 | -0.72 | -0.98
CCn1c2ccccc2c2cc(NC(=O)c3cccc(OC)c3OC)ccc21 | / | 0.15 | 0.33
O=C(COC(=O)c1cn(-c2ccccc2)nc1-c1ccccc1)c1cccc([N+](=O)[O-])c1 | / | -0.74 | -0.45
Cn1nnnc1SCC(=O)N(C1CCCCC1)C1CCCCC1 | 14 | -0.81 | -0.62
O=C(COC(=O)c1n[nH]c(=O)c2ccccc12)c1ccc(Cl)cc1 | / | 0.41 | 0.26
CC(C)(C)c1ccc(C(=O)N2CCC(C(=O)NCC3CCCO3)CC2)cc1 (stereo not given) | -18 | 0.56 | -0.18
Cc1ccc(C(=O)c2cccc(N)c2)cc1C | -18 | / | /
Nc1nc(-c2ccccc2)cc(N2CCCCC2)n1 | -93 | 0.07 | 0.48
Cc1ccc(-n2c3c(cc(C(=O)O)c2=O)C(=O)CC(C)(C)C3)cc1 | 8 | 0.56 | -0.01

Arranged by the number under SDO1 yeast rescue Rescue 24 h (falling): four of the compounds above
SMILES | Insulin prom inh | SDO1 yeast rescue | SDO1 yeast rescue Rescue 24 h
Nc1nc(-c2ccccc2)cc(N2CCCCC2)n1 | -93 | 0.07 | 0.48
O=C(COC(=O)c1n[nH]c(=O)c2ccccc12)c1ccc(Cl)cc1 | / | 0.41 | 0.26
Cc1ccc(-n2c3c(cc(C(=O)O)c2=O)C(=O)CC(C)(C)C3)cc1 | 8 | 0.56 | -0.01
CC(C)(C)c1ccc(C(=O)N2CCC(C(=O)NCC3CCCO3)CC2)cc1 (stereo not given) | -18 | 0.56 | -0.18

An unsorted share of the library; any-hit rate near 0.94%.
